BAZ2B inh – blocks human BAZ2B | hit rate 4.4% among 360,000 | Potency, µM (titrated, usually from 114 µM), without a hit: top-dose activity change, negative = inhibition, hits mostly inhibitors | Q9UIF8 | AlphaScreen BAZ2B-H3K14Ac peptide displacement; also: potency is read from the fitted curve at half-maximal effect; % is scaled to controls: 0 for no effect and ±100 for the full control effect; nearly all actives have a fitted effect of over 60% in size
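AlphaScreen displacement of biotin-H3(5-23)K14Ac peptide (50 nM final) from BAZ2B (50 nM final) in PBS pH 7.4, 0.01% Tween-20; complex preformed 30 min RT, then compounds (top 110 uM) 30 min RT, beads 20 min dark.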
PI4K2A inh – blocks human PI4K2A kinase activity | Q9BTU6 | purified PI4K2A, ADP-Glo luminescence, 1 h; hits give low values | activity change, negative = inhibition, % at 76.9 µM | hit rate 0.13% among 420,000 | AID 1346378; in the data active = activity change below about -50%; inconclusive = mostly about -30% to -49%;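 also: -100% = wells without enzyme as full effect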
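ADP-Glo luminescence measured ADP generated by PI4K2A enzyme (4 ug/mL before mixing) with 1.2 mM PI substrate (pre-mix) and 300 microM ATP (pre-mix). Tris pH7.5 buffer with MgCl2, Triton X-100; 1 h reaction at ambient temperature.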
RGS4 inh – human RGS4 inhibition. Transcreener GDP fluorescence polarization, RGS4-accelerated GTP hydrolysis. Potency, µM (highest dose often 114 µM), without a hit: at the top dose activity change, negative = inhibition, usual class: inhibitors. hit rate 0.039% among 390,000. AID 504845; also: potency is read from the fitted curve at half-maximal effect; % is scaled to controls: 0 for no effect and ±100 for the full control effect; nearly all actives have a fitted effect of over 75% in size; some results filed as inactive show a strong effect at the top dose
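MLSMR compounds (23 nl, pin-transferred) preincubated 10 min at room temperature with a 500nM (2x) first reagent, then RGS4 at 900nM (2x) plus Transcreener GDP mix added; fluorescence polarization (620/688 nm) read before and after 90 min at 30 °C.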
JMJD2A Tudor – inhibitors of human JMJD2A Tudor domain. O75164. AlphaScreen JMJD2A-Tudor / H3K4me3 peptide binding. Potency, µM (doses to about 114 µM), for the others: at the highest dose activity change, negative = inhibition, most hits filed as inhibitors. hit rate 4.4% among 390,000. AID 504339; also: potency is read from the fitted curve at half-maximal effect; % is scaled to controls: 0 for no effect and ±100 for the full control effect; nearly all actives have a fitted effect of over 50% in size
HP1b binding inh – HP1-beta chromodomain-methylated histone interaction inhibition. Potency, µM (series often up to 114 µM), inactives show at the top dose activity change, negative = inhibition, hits mostly inhibitors. hit rate 0.56% among 390,000. P83916. AlphaScreen HP1-beta / biotin-H3K9me3 peptide binding; also: potency is read from the fitted curve at half-maximal effect; nearly all actives have a fitted effect of over 70% in size; inactives centre near 23
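Compound inhibition of the preformed complex between 50 nM HP1-beta and 50 nM biotinylated H3K9me3 peptide was read by AlphaScreen. Buffer was PBS pH 7.4 with 0.01% Tween-20. Incubations ran 30 min at room temperature, with 10 ug/mL donor/acceptor beads.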
G9a inh – blocks human histone lysine methyltransferase G9a; Q96KQ7; G9a H3K9 monomethylation, AlphaScreen, 2 h; Potency, µM (titrated, usually from 102 µM), without a hit: top-dose activity, negative = inhibition, usual class: inhibitors; hit rate 8.8% among 350,000; AID 504332; also: potency is read from the fitted curve at half-maximal effect; % is scaled to controls: 0 for no effect and ±100 for the full control effect; nearly all actives have a fitted effect of over 75% in size
Target sequence (Q96KQ7 913-1193 limits assumed): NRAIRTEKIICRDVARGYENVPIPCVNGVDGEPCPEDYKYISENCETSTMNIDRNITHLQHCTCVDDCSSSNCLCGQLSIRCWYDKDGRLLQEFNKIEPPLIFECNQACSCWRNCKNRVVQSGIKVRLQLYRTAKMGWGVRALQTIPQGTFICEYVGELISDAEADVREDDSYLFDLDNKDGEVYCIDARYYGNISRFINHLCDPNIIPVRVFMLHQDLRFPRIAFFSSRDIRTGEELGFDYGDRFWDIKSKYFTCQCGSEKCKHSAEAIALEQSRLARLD
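Methyltransferase reactions run at room temperature for 2 h (20 nM enzyme, 500 nM biotin-H3K9 peptide, 20 uM SAM) after a 15 min compound preincubation; product detected by AlphaScreen beads and anti-H3K9me1 antibody.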
ERG Ets-DNA blk – ERG Ets/DNA interaction inhibition | P11308 | fluorescence polarization, His-ERG Ets domain / labelled DNA | Potency, µM (series often up to 76.9 µM), without a hit: at the top dose FP activity, negative = inhibition, hits mostly inhibitors | hit rate 0.028% among 370,000; active = well fitted inhibition curve with a large enough effect in the polarisation, with a control signal flat; inconclusive = small, poorly fitted or top-dose-only effect, or effect the other way, or a change in a side signal; inactive = no such curve, though single readings can be large or run the other way; the % refers to the polarisation;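 also: polarization taken with two DNA probes labelled with fluorescein and Texas red; potency is read from the fitted curve at half-maximal effect; % of control where 0% means no effect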
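His-tagged ERG Ets domain (1 uM in the protein solution; 300mM KCl, 50mM Tris-HCl, 1mM EDTA, 1mM DTT, pH 7.5) received compound, then a probe mix of 5 nM fluorescein-DNA and 100nM Texas-615-DNA. Fluorescence polarization was read for both dyes.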
12-LOX inh – blocks human arachidonate 12S-lipoxygenase; hit rate 1.1% among 580,000; AID 1671190; Potency, µM (series often up to 108 µM), inactives show top-dose activity change, negative = inhibition, most hits filed as inhibitors; purified 12hLO, xylenol orange hydroperoxide absorbance; also: potency is read from the fitted curve at half-maximal effect; % is scaled to controls: 0 for no effect and ±100 for the full control effect
Target sequence (P18054 whole entry, looked up): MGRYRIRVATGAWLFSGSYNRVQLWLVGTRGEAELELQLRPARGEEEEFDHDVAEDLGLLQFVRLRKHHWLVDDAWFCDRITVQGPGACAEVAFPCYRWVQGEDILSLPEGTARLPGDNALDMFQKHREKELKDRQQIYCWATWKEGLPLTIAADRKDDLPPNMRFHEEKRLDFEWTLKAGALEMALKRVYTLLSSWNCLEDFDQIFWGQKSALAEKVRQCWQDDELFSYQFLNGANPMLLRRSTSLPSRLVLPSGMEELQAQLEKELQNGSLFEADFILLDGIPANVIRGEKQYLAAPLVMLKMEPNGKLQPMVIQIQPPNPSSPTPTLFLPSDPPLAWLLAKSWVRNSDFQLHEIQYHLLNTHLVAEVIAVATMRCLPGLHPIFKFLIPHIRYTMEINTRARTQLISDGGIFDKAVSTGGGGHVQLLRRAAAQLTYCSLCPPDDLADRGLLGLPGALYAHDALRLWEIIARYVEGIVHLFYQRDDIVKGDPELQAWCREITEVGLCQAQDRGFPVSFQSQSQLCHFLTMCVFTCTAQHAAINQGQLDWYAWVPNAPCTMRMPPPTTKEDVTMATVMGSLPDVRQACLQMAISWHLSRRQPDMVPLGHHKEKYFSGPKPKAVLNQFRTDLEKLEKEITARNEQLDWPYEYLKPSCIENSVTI
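Purified human 12hLO at 150 nM in 25 mM Hepes, 0.01% Triton X-100, pH 7.0, preincubated 15 min at room temperature with compound. Reaction started with 40 uM arachidonic acid, 30 min at room temperature. Hydroperoxide measured by Fe-xylenol orange, 573/405 nm absorbance ratio.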
GLS inhibitor – inhibitors of human glutaminase (GLS) | O94925 | GLS enzymatic activity, qHTS titration | Potency, µM (series often up to 45.5 µM), for inactives: top-dose activity change, negative = inhibition, actives largely listed as inhibitors | hit rate 0.21% among 410,000 | AID 624170; also: potency is read from the fitted curve at half-maximal effect; % is scaled to controls: 0 for no effect and ±100 for the full control effect
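Enzyme dispensed in phosphate buffer (45 mM, pH 8.2, 0.02% Tween-20), compounds pinned in, then 1 mM L-glutamine solution and the glutamate oxidase–HRP–Amplex Red mix added; fluorescence read immediately and again after 30 min at room temperature.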
* hit, by the source's call; ? = inconclusive; . = not tested or not shown; [ ] = dose if it differs, or a comment. Unless noted, calls follow the shape of the dose curve; as a rule, active = well fitted curve in the direction sought with a large enough effect; inconclusive = small, poorly fitted or top-dose-only effect, or another doubt; inactive = no such curve, though single readings can be large; an effect the other way counts as inactive or inconclusive. These rows are one share of the data; count on the stated rates, not on these rows.

Screens in order – BAZ2B inh	PI4K2A inh	RGS4 inh	JMJD2A Tudor	HP1b binding inh	G9a inh	ERG Ets-DNA blk	12-LOX inh	GLS inhibitor
O=C1C2C3C=CC(CC3)C2C(=O)N1c1ccccc1 (configuration not stated)
 : 11%	1	17%	-1%	30%	3%	-8%	9%	0%
CCCCCn1c(CCCNC(=O)c2ccccc2OC)nc2ccccc21
 : -13%	0	-8%	-16%	31%	-4%[59 µM]	-22%	-12%	-1%
O=C(C1CC1)N1CCc2cc(Br)cc(S(=O)(=O)NCCN3CCOCC3)c21
 : -7%	1	-13%	-12%	57%[activator]	-40%[12.7 µM]	2%	0%	0%
COc1ccc(NC(=O)N(C)C[C@H]2Oc3ccc(NC(=O)Nc4c(C)noc4C)cc3C(=O)N([C@H](C)CO)C[C@H]2C)cc1
 : .	-4	-12%	-12%	52%[activator]	.	9%	?	16%
CC(C)(C)NC(=O)NC(=O)COC(=O)c1cccc(F)c1
 : 1%	2	-7%	-12%	59%[activator]	-2%	10%	0%	0%
O=C(c1ccccc1O)N1CCOCC1
 : -2%	5	-9%	2%	33%	-1%[59 µM]	-10%	19%	0%
Cc1cc(C)nc(Nc2n[nH]c(-c3ccc(C(C)(C)C)cc3)n2)n1
 : -17%	4	-14%	-16%	47%[activator]	26%[12.7 µM]	0%	6%	-18%
CN(c1ccccc1)S(=O)(=O)c1ccc(C(=O)NCC(c2ccco2)N2CCCCC2)cc1 (configuration not stated)
 : -27%	3	10%	-25%	18%	18%[12.7 µM]	-5%	-3%	13%
O=C1C=C(N2CCCCCC2)C(=O)N1c1ccc(Cl)cc1
 : 110%[activator]	0	-25%	144%[activator]	191%[activator]	203%[activator]	1%	-6%	-2%
COc1ccccc1OCCOc1ccc(/C=C2\C(=N)N3N=C(C)SC3=NC2=O)cc1
 : -26%	3	0%	-14%	39%[activator]	.	-1%	0%	3%
Cc1cc(C)cc(N2C(=O)C=CC2=O)c1
 : .	1	?	20µM*	13µM*	.	17%	?	-9%
CC(C)C(OC(=O)c1nsc(Cl)c1Cl)C(=O)NC(C)(C)C (configuration not stated)
 : -1%	2	3%	-13%	29%	-33%	-3%	-3%	5%
O=C(NCc1ccccc1Cl)C1CC(=O)N(Cc2ccccc2)C1 (configuration not stated)
 : -7%	4	22%	-1%	7%	-4%	-9%	37%[activator]	7%
Cn1c(=O)c2c(ncn2CC(=O)Nc2nc(-c3ccccc3Cl)cs2)n(C)c1=O
 : 3%	-6	-21%	-10%	23%	1%[59 µM]	0%	0%	-1%
CCN(CC)CCNC(=O)C(=O)NCC(c1ccc2c(c1)OCO2)N1CCOCC1 (configuration not stated)
 : 3%	0	16%	-8%	11%[57 µM]	7%[59 µM]	1%	-11%	-3%
Cc1ccc(S(=O)(=O)c2nc(Cc3ccccc3)oc2N2CCOCC2)cc1
 : -3%	14	?	?	2%[57 µM]	2.2µM*	-7%	?	-4%
CCOC(=O)c1c(NC(=O)c2cccnc2)sc(C)c1C
 : 22%	0	-4%	3%	37%	22%[59 µM]	.	11%	16%
Cc1cc(-c2ccccc2)nc(Oc2ccc(C(C)(C)C)cc2)c1S(C)(=O)=O
 : 7%	3	5%	4%	44%[activator]	2%	2%	8%	14%
Cc1occc1-c1nnc(SCC(=O)O)n1-c1ccccc1
 : -3%	-4	7%	0%	16%[57 µM]	-4%[59 µM]	2%	8%	6%
Nc1cc(=O)[nH]c(SCC(=O)N2CCCc3ccccc32)n1
 : 7%	4	9%	-12%	17%	8%[59 µM]	-4%	0%	-6%
CCN1CCN(C(CNS(=O)(=O)c2ccc(OC)cc2)c2cccnc2)CC1 (configuration not stated)
 : 9%	2	13%	1%	31%	?	4%	-3%[57.4 µM]	-2%
Cc1cccc(-n2ncc3c2CCCC3NC(=O)CCN2Cc3ccccc3C2=O)c1C (configuration not stated)
 : 11%	-5	-1%	-4%	35%[activator]	-13%	-2%	0%	-3%
O=C(CN1C(=O)S/C(=C\c2ccccc2F)C1=O)Nc1ccccc1O
 : -30%	-9	-23%	-18%	16%	-32%	-2%	-18%	2%
OCCN1C[C@H](O)[C@@H](O)[C@H](O)[C@H]1CO
 : -1%	1	.	.	.	-17%[59 µM]	.	-5%[22.9 µM]	.
Cc1ccc(CNC(=O)c2ccc(N3CCC4(CC3)CC(c3ccccc3)=NO4)c(NC(=O)c3ccco3)c2)cc1
 : -33%	-2	-4%	-26%	15%	0%	-4%	-5%	1%
CC1CCC(C(=O)NC(C(=O)OCC(=O)c2ccc(Br)cc2)C(C)C)CC1 (configuration not stated)
 : 1%	-7	1%	-2%	49%[activator]	8%[59 µM]	-12%	?	-15%
Cc1ccc(C2=CC(c3ccccc3)n3ncnc3N2)cc1 (configuration not stated)
 : .	4	1%	-8%	55%[activator]	.	5%	3%	-7%
CCOc1ccccc1CNC(=O)c1cnn(-c2ccc(C)cc2)c1-n1cccc1
 : -13%	-1	4%	-14%	31%	-20%[59 µM]	-2%	-11%	-9%
Cc1cc(O)ccc1Nc1nc(-c2sc(N)nc2C)cs1
 : -2%	-6	?	50µM*	-31%	15%[59 µM]	0%	?	40%[activator]
CC(=O)N1CCc2cc(S(=O)(=O)NC3CCCc4ccccc43)ccc21 (configuration not stated)
 : -6%	-1	33%	-1%	15%	1%[59 µM]	-7%	-29%	10%

Rewritten with bars between the fields: part of the list above
compound | BAZ2B inh | PI4K2A inh | RGS4 inh | JMJD2A Tudor | HP1b binding inh | G9a inh | ERG Ets-DNA blk | 12-LOX inh | GLS inhibitor
Cc1ccc(S(=O)(=O)c2nc(Cc3ccccc3)oc2N2CCOCC2)cc1 | -3% | 14 | ? | ? | 2%[57 µM] | 2.2µM* | -7% | ? | -4%
CCOC(=O)c1c(NC(=O)c2cccnc2)sc(C)c1C | 22% | 0 | -4% | 3% | 37% | 22%[59 µM] | . | 11% | 16%
Cc1cc(-c2ccccc2)nc(Oc2ccc(C(C)(C)C)cc2)c1S(C)(=O)=O | 7% | 3 | 5% | 4% | 44%[activator] | 2% | 2% | 8% | 14%
Cc1occc1-c1nnc(SCC(=O)O)n1-c1ccccc1 | -3% | -4 | 7% | 0% | 16%[57 µM] | -4%[59 µM] | 2% | 8% | 6%
Nc1cc(=O)[nH]c(SCC(=O)N2CCCc3ccccc32)n1 | 7% | 4 | 9% | -12% | 17% | 8%[59 µM] | -4% | 0% | -6%
CCN1CCN(C(CNS(=O)(=O)c2ccc(OC)cc2)c2cccnc2)CC1 (configuration not stated) | 9% | 2 | 13% | 1% | 31% | ? | 4% | -3%[57.4 µM] | -2%
Cc1cccc(-n2ncc3c2CCCC3NC(=O)CCN2Cc3ccccc3C2=O)c1C (configuration not stated) | 11% | -5 | -1% | -4% | 35%[activator] | -13% | -2% | 0% | -3%
O=C(CN1C(=O)S/C(=C\c2ccccc2F)C1=O)Nc1ccccc1O | -30% | -9 | -23% | -18% | 16% | -32% | -2% | -18% | 2%

(continued)
Screens in order – BAZ2B inh	PI4K2A inh	RGS4 inh	JMJD2A Tudor	HP1b binding inh	G9a inh	ERG Ets-DNA blk	12-LOX inh	GLS inhibitor
CCOP(=O)(OCC)c1nc(/C=C/c2ccccc2)oc1NCc1ccccc1
 : 45%[activator]	1	-14%	82%[activator]	111%[activator]	168%[activator]	-12%	-46%	-10%
O=C(O)CC(Cc1ccc(Cl)cc1)C(=O)Nc1ccc([N+](=O)[O-])cc1 (configuration not stated)
 : .	4	-3%	-2%	6%	?	0%	1%	1%
Cc1oc(-c2ccccc2)[n+]([O-])c1C
 : -4%	5	-7%	-28%	11%	.	8%	?	9%
Nc1nc(-c2cccs2)c(NC(=O)c2ccccc2)s1
 : ?	3	-43%	?	-34%	7.9µM*	.	?	137%[activator]
CSCCC(N=C1NS(=O)(=O)c2ccccc21)C(=O)NCc1ccccc1F (configuration not stated)
 : -11%	2	-7%	-10%	30%	?	-3%	-2%	0%
N/C(=N\OC(=O)CCC1CCCCC1)c1ccccn1
 : -4%	-5	-1%	-9%	35%[activator]	-1%	5%	0%	8%
COc1ccc(-c2csc3nc(-c4ccccc4F)oc(=O)c23)cc1OC
 : 1%	3	?	-4%	39%[activator]	16%[59 µM]	2%	-27%	-12%
CC(C)CCNc1cc(=O)n(C)c(=O)n1C
 : ?	2	-15%	-13%	12%	-4%[59 µM]	2%	8%	0%
O=C(CSc1n[nH]c(-c2cccs2)n1)N1CCCCC1
 : 3%	1	-15%	-13%	28%	-2%[2.33 µM]	1%	4%	1%
Cc1cccc(NC(=O)CSc2ncnc3nc[nH]c23)c1
 : -22%	-3	-19%	-13%	44%[activator]	-1%	-3%	0%	-1%
CC(C)n1nccc1NS(=O)(=O)c1ccccc1
 : 6%	-1	18%	1%	34%	23%[12.7 µM]	-4%	0%	0%
Cc1nn(Cc2ccccc2Cl)c(C)c1NC(=O)c1ccn(C)n1
 : -1%	1	35%	-5%	25%	-4%	0%	7%	9%

High-throughput results as filed in PubChem.
